EP2 antag: inhibitors of human EP2 prostaglandin E2 receptor; C6 glioma cells expressing human EP2, cAMP TR-FRET; cells stimulated with saturating PGE2; inhibition, % at 25 µM; actives 0.52% (n = 260,000); AID 1422;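 active means percent inhibition above 40 after rounding to a whole number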;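 further: rat C6 glioma host cells with rolipram phosphodiesterase inhibitor present; the protocol text gives 20 µM as final concentration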
Target sequence (P43116 whole entry, looked up): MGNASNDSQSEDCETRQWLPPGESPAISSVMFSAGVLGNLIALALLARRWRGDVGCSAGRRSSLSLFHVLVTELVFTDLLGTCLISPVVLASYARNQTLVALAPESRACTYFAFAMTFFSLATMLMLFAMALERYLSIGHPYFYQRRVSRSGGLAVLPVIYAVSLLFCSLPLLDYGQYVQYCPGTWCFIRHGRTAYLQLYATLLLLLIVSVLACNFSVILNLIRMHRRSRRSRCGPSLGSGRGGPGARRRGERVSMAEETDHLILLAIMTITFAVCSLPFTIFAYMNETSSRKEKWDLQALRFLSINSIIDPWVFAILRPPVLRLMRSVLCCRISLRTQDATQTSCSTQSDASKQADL
* hit, by the source's call; & = joins results of further samples.

mol | EP2 antag
O=C(NC12CC3CC(CC(C3)C1)C2)C1CCCN(S(=O)(=O)c2cccc(Cl)c2)C1 (stereo unspecified) | 7
CCCc1nc(=S)c2ccccc2[nH]1 | 10
CCOC(=O)OC(C)OC(=O)C1N2C(=O)C(NC(=O)[C@H](N)c3ccccc3)C2SC1(C)C (stereo partly specified) | 9
CN(C)CCN(Cc1cc2cc3c(cc2[nH]c1=O)OCO3)C(=S)Nc1ccccc1 | 9
COc1ccc(NC(=O)CSc2nc3c(C)cccc3cc2C#N)cc1 | 8
Cc1nnc(SCC(=O)Nc2nc(-c3ccccc3)cs2)s1 | 7
O=C(Cn1nc(-c2ccc3c(c2)OCCO3)ccc1=O)Nc1ccc(C(=O)NC2CC2)cc1 | 10
COC(=O)c1ccccc1NC(=O)c1sc2nc(C)cc(C)c2c1N | 14
CC[n+]1c(/C=C2/C=Cc3cc(C)ccc3N2CCCS(=O)(=O)[O-])ccc2cccc(C)c21 | 15
CCn1c(COc2ccccc2C)nnc1SCC(N)=O | 11
Cn1ncc2c(Nc3ccccc3)ncnc21 | 17
NC(=O)CSc1nnc(-c2ccncc2)n1Cc1ccco1 | 10
COC(=O)/C(C)=C/CC12OC(C)(C)C3CC(C=C4C(=O)c5cc6c(c(CCC(C)(C)Cl)c5OC431)OC1(C)CCC(=C(C)C)C6C1)C2=O (stereo unspecified) | 13
Cc1cc2nc(C3CCCN3C(=O)c3cccc(-n4cnnn4)c3)[nH]c2cc1C (stereo unspecified) | 8
O=C(NC1CCCCC1)C(c1ccc(Cl)cc1)N(C(=O)c1csnn1)C1CC1 (stereo unspecified) | 6
CS(=O)(=O)N1c2ccccc2[C@]2(Br)C[C@H]3C(=O)N[C@@H](Cc4ccccc4)C(=O)N3[C@H]12 | 15
CC1CCN(C(=O)CN2C(=O)CN(C)C(=O)c3ccccc32)CC1 | 15
CC1CCN(c2ccc3c(c2)S(=O)(=O)c2ccccc2C3=O)CC1 | 16
Cc1nn(C(C)CC(=O)N2CCc3onc(-c4ccccc4F)c3C2)c(C)c1C (stereo unspecified) | 3
CCOC(=O)c1[nH]c2ccc(F)cc2c1NC(=O)CC | 11
CC1(C(=O)NCc2nc(-c3ccccc3)no2)CC(c2ccccc2)=NO1 (stereo unspecified) | 4
COc1ccccc1C1Nc2ccc(C)cc2-c2cc(C)nn21 (stereo unspecified) | 3
Cc1ccc(C)c(OCC(=O)Nc2ccc(S(=O)(=O)Nc3onc(C)c3C)cc2)c1 | 12
Cc1ccc(NC(=S)N(CCCO)Cc2cc3cc(C)cc(C)c3[nH]c2=O)cc1 | 9
CCNC(=S)N(CCN(CC)CC)Cc1cc2ccc(OC)cc2[nH]c1=O | 10
CC(C)NCC(O)COc1ccc(COCCOC(C)C)cc1 (stereo unspecified) | 11
CNCC[C@@H](Oc1ccccc1C)c1ccccc1 | 8
COc1ccc2c(c1)C(c1ccncc1)=NNC(c1ccc(Cl)cc1)=N2 | 16
Cc1cc(C)c(C(=O)Nc2nnc(C(C)C)s2)c(C)c1 | 8
CCOC(=O)CN1C(=O)C2(OCCO2)c2cc(Br)ccc21 | 6
Cn1cnc([N+](=O)[O-])c1Sc1nc(N)nc2c1ncn2Cc1ccccc1 | 53*
Cc1cc(O)c(C=O)c(O)c1C(=O)O | 13
CC1(c2nnc(-c3cccc(Cl)c3)o2)CC(c2ccc(Br)cc2)=NO1 (stereo unspecified) | 12
CCOC(=O)C1CCN(C(=O)c2c(Cl)cccc2Cl)CC1 | 10
O=S(=O)(NCC1(c2ccccc2)CCOCC1)N1CCCC1 | 4
CC(CCc1ccccc1)NC(=O)CN1CCC2(CC1)NC(=O)c1ccccc1O2 (stereo unspecified) | 7
O=C(OCC#CCSc1nnc(-c2ccco2)o1)C1=CC2C=CC=CC2OC1=O (stereo unspecified) | 7
COc1cc(/C=C2\C(=O)NC(=S)N(c3ccc(Br)cc3C)C2=O)ccc1O | 74*
Nc1ccc(-c2nnn(CC(=O)N3CCCCC3)n2)cc1 | 5
CCOc1ccc(OCC)c(NC(=O)CSc2nnc(-c3ccc(F)cc3)o2)c1 | 7
COc1ccc(N=c2oc3c(OC)cccc3cc2C(=O)Nc2ccc(C)cn2)cc1OC | 8
COc1ccc(-c2ccc3c(c2)c2c4n3CCNC4CCC2)cc1 (stereo unspecified) | 9
CCOc1ccccc1-c1nnc(NC(=O)CN2CC(C)OC(C)C2)s1 (stereo unspecified) | 6
CCOc1ccccc1/C=C\c1nc(O)c([N+](=O)[O-])c(=O)[nH]1 | 23
COc1ccc2cc([C@H](C)CO)ccc2c1 | 11
CC(C)NC(=O)c1cc(-c2ccccc2Cl)on1 | 11
OC[C@H]1O[C@@H](n2cnc3c(NCCc4ccccc4)ncnc32)C(O)[C@H]1O (stereo partly specified) | 14
COc1ccc(N=Cc2c(O)n(-c3ccccc3)c(=O)[nH]c2=O)cc1 | 8
CCCn1c(SCC(=O)Nc2cccc(Cl)c2)nnc1-c1ccoc1C | 5
CCOc1ccc(NC(=O)CSc2nnnn2-c2ccc(OC)cc2)cc1 | 12

Compounds listed so far with an aryl methoxy group, in the order listed:
mol | EP2 antag
COc1ccc(NC(=O)CSc2nc3c(C)cccc3cc2C#N)cc1 | 8
COc1ccccc1C1Nc2ccc(C)cc2-c2cc(C)nn21 (stereo unspecified) | 3
CCNC(=S)N(CCN(CC)CC)Cc1cc2ccc(OC)cc2[nH]c1=O | 10
COc1ccc2c(c1)C(c1ccncc1)=NNC(c1ccc(Cl)cc1)=N2 | 16
COc1cc(/C=C2\C(=O)NC(=S)N(c3ccc(Br)cc3C)C2=O)ccc1O | 74*
COc1ccc(N=c2oc3c(OC)cccc3cc2C(=O)Nc2ccc(C)cn2)cc1OC | 8
COc1ccc(-c2ccc3c(c2)c2c4n3CCNC4CCC2)cc1 (stereo unspecified) | 9
COc1ccc2cc([C@H](C)CO)ccc2c1 | 11
COc1ccc(N=Cc2c(O)n(-c3ccccc3)c(=O)[nH]c2=O)cc1 | 8
CCOc1ccc(NC(=O)CSc2nnnn2-c2ccc(OC)cc2)cc1 | 12

The results go on.
mol | EP2 antag
CC1CCCCN1C(=O)c1cc(-c2ccccc2)on1 (stereo unspecified) | 11
COc1ccccc1C1(O)CCN(Cc2ccc(O)c(CN3CCCCC3)c2)CC1 | 9
CC1Cc2ccccc2N1C(=O)CSc1nnc(-c2cccnc2)n1C (stereo unspecified) | 7
CCc1ccc2[nH]c(=O)c(C(c3nnnn3Cc3ccccc3)N3CCc4ccccc43)cc2c1 (stereo unspecified) | 17
O=C(CSc1nc(-c2ccc(F)cc2)cc(C(F)(F)F)n1)NC1CCCC1 | 6
CCN(C(=O)c1cccc(OC)c1OC)c1nnc(-c2ccc(C)cc2)s1 | 10
CN(C)CCNS(=O)(=O)c1ccc2c3c(cccc13)C(=O)N2 | 12
O=C(Nc1cccc(-c2nc3ccccc3s2)c1)c1ccc([N+](=O)[O-])o1 | 10
COc1ccc2c(c1)c(CN(CCCn1ccnc1)Cc1ccc(C)s1)c(C)n2C | 8
Cc1ccc(CC2SC(=O)NC2=O)cc1 (stereo unspecified) | 13
c1cncc(CN(CCCN2CCOCC2)Cc2cn[nH]c2-c2cccs2)c1 | 25
CCc1ccc(NC(=S)N(Cc2cccs2)Cc2cc3cccc(C)c3[nH]c2=O)cc1 | 8
C=C(C)C1Cc2cc(/C=C/C(=O)O)c(O)cc2O1 (stereo unspecified) | 23
COc1ccc(OCCn2c(NC(=O)c3ccccc3OC)nc3ccccc32)cc1 | 12
COC(=O)C1N[C@@H]([C@@H](NC(=O)COc2ccccc2)C(=O)NCc2ccc(OC)cc2)SC1(C)C (stereo partly specified) | 13
CC(Sc1nnc(COc2ccccc2)n1C)C(=O)O (stereo unspecified) | 6
COCCCN1C(=O)C(=O)/C(=C(\O)c2ccc(Cl)cc2)C1c1cccc2ccccc12 (stereo unspecified) | 6
CN1CCNC(=O)C1CC(=O)N1CCC2(CC1)NC(=O)c1cccnc1N2C (stereo unspecified) | 6
Cc1nn(CCC(=O)N[C@H](C)Cn2nnc3ccccc32)c(C)c1C | 8
Cc1nc(C)c(C(=O)NCCN2CCC(O)(c3cccc(F)c3)CC2)o1 | 6
Cc1ccc(C(=O)CSc2nnc(COc3ccc4ccccc4c3)o2)cc1 | 15
CC(C)NC[C@H](O)COc1ccc(CC(N)=O)cc1 | 14
CCOc1ccccc1Nc1ccc(N)cc1S(=O)(=O)O | 9
CCN1/C(=C/c2ccc3cc(OC)ccc3[n+]2CC)Sc2cc(NC(C)=O)ccc21 | 17
CC(C)(C)c1ccc(C2=CC(c3ccccc3)n3ncnc3N2)cc1 (stereo unspecified) | 14
Cc1ccc(NC(=S)N2CCCC(c3nc4ccc(C)cc4[nH]3)C2)cc1 (stereo unspecified) | 4
Cc1ccc2c(c1)cc(C)c1nn(CC(=O)NC3CCCC3)c(=O)n12 | 0
Cc1ccc2c(c1)cc(CN(Cc1cccnc1)C(=O)C1CCC1)c1nnnn12 | 3
CCOc1ccc2[nH]c(=O)c(CN(Cc3cccs3)C(=O)c3ccccc3Cl)cc2c1 | 11
CC(=O)NCCc1c[nH]c2ccc(O)cc12 | 17&7&12
CCC(=O)N(Cc1ccccc1)Cc1cc2cc(OC)ccc2[nH]c1=O | 2
Cc1sc2ccccc2[n+]1CC(O)CS(=O)(=O)[O-] (stereo unspecified) | 12
COc1ccc(C2Nc3ccc(C)cc3-c3cc(C)nn32)cc1O (stereo unspecified) | 14
O=C(Cn1c(=O)sc2ccccc21)Nc1nnc(SCc2ccccc2)s1 | 5
COC(=O)c1c(NC(=O)c2ccccc2Cl)sc(C(=O)Nc2cccc(OC)c2)c1C | 4
Cc1cc(=O)[nH]c(SCC(=O)c2c[nH]c3ccccc23)n1 | 6
Cc1ccc(CN(CCCn2ccnc2)Cc2cn[nH]c2-c2ccccc2)o1 | 3
Cc1ccc(C(=O)N2CCCc3ccccc32)c(F)c1F | 4
CC1CCN(S(=O)(=O)N2CCN(CC(O)c3ccc4c(c3)CC(C)O4)CC2)CC1 (stereo unspecified) | 11
C=CCn1cc(CN2CCn3c(CO)nnc3C2)c2ccccc21 | -1
CC(=O)N(Cc1ccccc1Cl)Cc1cc2ccc(C)c(C)c2[nH]c1=O | 18
CCn1c(C(NC(=O)c2ccc(C)cc2)C(C)C)n[nH]c1=S (stereo unspecified) | 11
COC(=O)c1cccc(-n2nnnc2SCC(=O)Nc2ccc(NC(C)=O)cc2)c1 | 6
CC(C)c1ccc(C2C3=C(CCCC3=O)NC3=C2C(=O)CCC3)cc1 | 12
CCc1ccc(CCC(=O)O)nc1 | 7
Cc1ccc2c(c1)cc(CN(Cc1ccc3c(c1)OCO3)C(=O)c1cccs1)c1nnnn12 | 20
COC(=O)c1sc2ncn(CC(=O)NC3CCCCC3)c(=O)c2c1C | 9
COc1cccc(OC)c1C(=O)Nc1nc2ccc(C)cc2s1 | 11
O=C(c1cc(Cl)ccc1NS(=O)(=O)c1cccc2nsnc12)N1CCCCC1 | 12
CCc1ccc2[nH]c(=O)c(CN(CCO)S(=O)(=O)c3ccc(OC)cc3)cc2c1 | 8

(continued)
mol | EP2 antag
COc1nc(OC)nc(N2CCC(C(=O)Nc3ccc4c(c3)CCC4)CC2)n1 | 7
Fc1ccccc1CN(CCCn1ccnc1)Cc1cccc2ncccc12 | 6
COc1ccc(CN2CCC3(CC2)CC(=O)c2cc(F)ccc2O3)cc1 | 8
Cc1ccc(S(=O)(=O)N(Cc2cccs2)Cc2cc3ccc(C)cc3[nH]c2=O)cc1 | 8
CCC(C)c1nc2c(c(N3CCC3=O)c1-c1ccccc1)CCCC2 (stereo unspecified) | 15
C[C@H]1CC[C@@H](C(C)(C)O)CC2=C1CC[C@@H]2C | 7
S=C(Nc1ccccc1Cl)N(CCc1nc2ccccc2[nH]1)C1CCCC1 | 11
O=C(NCc1cccnc1)C1CC(c2ccccc2O)=NO1 (stereo unspecified) | 13
CCn1c(COc2ccc(Br)cc2)nnc1SCC(=O)Nc1cccc2ccccc12 | 13
N/C(CC/C(N)=N\O)=N\O | 14
Cc1ccc(C(C(=O)NC(C)(C)C)N(Cc2ccccc2)C(=O)c2csnn2)o1 (stereo unspecified) | 13
CCn1c(SCC(=O)Nc2ccc(N)cc2)nnc1-c1ccncc1 | 9
Cc1occc1-c1nnc(SCC(=O)NC(C)(C)C)n1-c1ccc(F)cc1 | 11
Cn1c(=O)[nH]c(=O)c2c1nc(N)n2Cc1cccc2ccccc12 | 10
Cc1nn(CCC(=O)Nc2cccc(C(=O)N3CCCCC3)c2)c(C)c1C | 6
Cc1ccccc1C(NC(=O)Cn1ccnc1-c1ccccc1)c1ccncc1 (stereo unspecified) | 0
CCOC(=O)c1cnc2c(C)c(Cl)ccc2c1NCCO | 9
COc1cc(S(=O)(=O)NCCN2CCCC2)ccc1-n1cnnn1 | 6
NNC(=O)Cn1cnc(-c2ccc(F)cc2)c1 | 9
CNC(=O)CSc1nnc(-c2ccc(OC)c(OC)c2)n1C | 10
Cc1cccc(C)c1NCc1nnc(SCC(=O)N2CCCc3ccccc32)n1C | 4
O=C(CN1CCC2(CC1)NC(=O)c1ccccc1O2)Nc1cccc2ccccc12 | 2
Cc1nc(-c2ccccc2)c(CC(=O)NCC(C)n2cncn2)s1 (stereo unspecified) | 3
COCCN1CCN(C(=O)c2ccc3c(c2)S(=O)(=O)c2ccccc2C3=O)CC1 | 6
CCOc1ccccc1N(CC(=O)NCc1ccc2c(c1)OCO2)S(C)(=O)=O | 5
COc1ccc(-c2nc3n(c2NC(C)(C)C)CCN(Cc2cnn(C)c2C)C3)cc1 | 8
N#Cc1c(NC(=O)COc2ccc(C(=O)NC3CCCCC3)cc2)sc2c1CCC2 | 9
Cc1cc2cc(C(=O)Nc3ccc(CCC(=O)N4CCCC4)cc3)ccc2o1 | 12
CC(C)(C)C(=O)N1CCC[C@@H](Cn2nc(-c3cccs3)ccc2=O)C1 | 3
Cc1ccnc(NC(=O)CCC(=O)N(CC(=O)NC(C)(C)C)c2ccc3c(c2)OCO3)c1 | 10

Only part of the results is shown; the hit share may differ from the screen's.
